Source: PubChem (National Center for Advancing Translational Sciences (NCATS))
Pf growth 48h: inhibits P. falciparum growth in the first generation, 48 h. P. falciparum luciferase growth in erythrocytes, 48 h. 310,000 compounds, 5.9% hits. Potency, µM (top dose mostly 28.7 µM), for the others: top-dose activity change, negative = inhibition, hits mostly inhibitors; further: potency means the concentration at half of the fitted maximal effect; on the % scale 0 is the no-effect control and ±100 the full control effect
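Luciferase-expressing parasites in RBCs, 2% Hct / 0.1% parasitemia final; RPMI 1640 + 0.5% Albumax; 37 C, 5% CO2, one generation; luminescence read-out, lower signal = inhibition.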
LmPK inh: LmPK (Leishmania mexicana) enzyme inhibition. Q27686. purified LmPK, Kinase-Glo ATP luminescence, 1 h. Potency, µM (titrated, usually from 57.5 µM), without a hit: at the highest dose activity change, negative = inhibition, most hits filed as inhibitors. 290,000 compounds, 0.37% hits; further: potency means the concentration at half of the fitted maximal effect; on the % scale 0 is the no-effect control and ±100 the full control effect
Target sequence (Q27686 whole entry, looked up): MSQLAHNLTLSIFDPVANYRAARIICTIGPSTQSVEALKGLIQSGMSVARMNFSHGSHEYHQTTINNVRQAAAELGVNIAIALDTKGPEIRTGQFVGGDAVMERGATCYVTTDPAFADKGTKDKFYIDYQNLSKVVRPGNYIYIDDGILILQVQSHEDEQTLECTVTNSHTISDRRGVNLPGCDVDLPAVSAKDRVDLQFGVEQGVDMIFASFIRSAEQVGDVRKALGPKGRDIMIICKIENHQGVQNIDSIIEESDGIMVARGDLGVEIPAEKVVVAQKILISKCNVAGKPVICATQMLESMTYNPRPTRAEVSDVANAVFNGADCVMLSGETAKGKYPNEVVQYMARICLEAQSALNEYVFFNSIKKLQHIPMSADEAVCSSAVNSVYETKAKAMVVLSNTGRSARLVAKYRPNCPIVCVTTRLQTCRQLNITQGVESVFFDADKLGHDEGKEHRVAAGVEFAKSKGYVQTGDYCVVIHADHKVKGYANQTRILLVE
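Kinase-Glo luminescence read after 1 h RT reaction of 0.1 nM LmPK with 0.5 mM PEP and 0.1 mM ADP. Activity scaled between uninhibited and enzyme-free controls.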
Pf growth 96h: inhibits malaria parasite growth, 96 h; Potency, µM (highest dose often 28.7 µM), inactives show at the highest dose activity change, negative = inhibition, actives largely listed as inhibitors; P. falciparum luciferase reporter growth, 96 h; AID 504834; 320,000 compounds, 6.9% hits; further: potency means the concentration at half of the fitted maximal effect; on the % scale 0 is the no-effect control and ±100 the full control effect
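Two parasite generations (96 h, 37 C, 5% CO2) of compound exposure in infected erythrocytes (0.05% parasitemia, 2% hematocrit). Luciferase-reporter P. falciparum; decreased luminescence indicates inhibited growth, aimed at apicoplast-acting delayed death.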
Cycloheximide cs: counter-screen hit for Shiga toxin inhibitors, cycloheximide; cell reporter, cycloheximide protein synthesis inhibition counterscreen; max response, %; 300,000 compounds, 12% hits; in the data active means max response mostly above about 13%, no sharp cut-off; inactive means mostly below about 14%; further: read at 38.3 µM for the half of the compounds with a filed dose; 0% is about no effect
Shiga inhibitor: inhibitors of Shiga toxin in Vero cells | 290,000 compounds, 9.2% hits | inhibition, % at 38.7 µM | AID 2315 | Vero cells, Shiga toxin protein synthesis inhibition reporter; in the data active means inhibition mostly above about 28%, no sharp cut-off; inactive means mostly below about 43%; further: 0% is about no effect
AMA1 RON2 block: disrupts binding of P. falciparum AMA1 to RON2; AlphaScreen AMA1-biotinylated RON2 peptide binding; Potency, µM (series often up to 58.2 µM), without a hit: at the highest dose activity change, negative = inhibition, hits mostly inhibitors; 360,000 compounds, 0.2% hits; AID 720542;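 further: potency means the concentration at half of the fitted maximal effect; 0% = vehicle wells and -100% = peptide control; nearly all actives have a fitted effect of over 45% in size; some results filed as inactive show a strong effect at the top dose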
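AMA1 (3D7) with his tag at 25 nM final met compounds first, then biotinylated RON2 peptide at 25 nM; detection used donor plus acceptor beads, 10 µg/mL apiece, read by AlphaScreen after 30 min at room temperature.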
TbPYK inhibitor: inhibitors of Trypanosoma brucei pyruvate kinase; Potency, µM (doses to about 76.8 µM), for inactives: at the highest dose activity, negative = inhibition, actives largely listed as inhibitors; TbPYK enzyme, Kinase-Glo Plus ATP luminescence, 45 min; 410,000 compounds, 0.12% hits; AID 624173; Q57TT1; further: potency means the concentration at half of the fitted maximal effect; on the % scale 0 is the no-effect control and ±100 the full control effect; nearly all actives have a fitted effect of over 50% in size
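TbPYK + substrate in 50 mM TEA pH 7.2, 100 mM KCl, 10 mM MgCl2, 0.05% BSA, 0.01% Tween-20; cpd pinned; ADP 130 uM final; 45 min RT; Kinase-Glo Plus 10 min; luminescence endpoint.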
* marks the source's active call; other numbers are inactive results; ? = inconclusive; / = no result given; & = joins results of further samples; [ ] = another dose, or the depositor's remark. Unless noted, the call rests on the fitted dose curve; in most records, active means well fitted curve in the direction sought with a large enough effect; inconclusive means small, poorly fitted or top-dose-only effect, or another doubt; inactive means no such curve, though single readings can be large; an effect the other way counts as inactive or inconclusive.

smiles,Pf growth 48h,LmPK inh,Pf growth 96h,Cycloheximide cs,Shiga inhibitor,AMA1 RON2 block,TbPYK inhibitor
O=C(Cc1ccccc1)NCc1cccnc1,39%[activator],9%,4%,5,8,-1%,-5%
Cc1ccc(C)c(S(=O)(=O)Nc2ccc3cn[nH]c3c2)c1,?,/,?,/,/,14%,0%
CC(C)/C=C1\CC/C(=C\c2cccnc2)C1=O,?,1%,158%[activator],78*,124*,11%,-4%
CC1(C)Cc2c(c(-c3ccccc3)nc(N3CCOCC3)c2C(N)=O)CO1,/,17%,?,-6,-15,5%,-11%
N#Cc1c(/N=C/c2cccnc2)sc2c1CCCC2,6%,-10%,11%,-1,15,-27%,0%
CC/C(=N/Nc1ccc(Cl)cc1)c1cnnc(SC)n1,?,0%,?,6,10,9%,2%
COc1ccc(-c2[nH]ncc2/C=N\NS(=O)(=O)c2ccccc2)cc1OC,/,0%,2%,-1,-23,1%,-7%
COc1ccc(CNC(=S)N/N=C/c2ccncc2)cc1,8%,6%,43%[activator],6,-10,61%[activator],-5%
Fc1ccccc1N1CCN(CCCc2ccccc2)CC1,0%,-5%,12µM*,-3,12,-6%,-1%
CCOC(=O)C1CCCN(C(=O)c2sc3nc(C)nc(N4CCOCC4)c3c2C)C1 (centres undefined),-23%,-2%,/,-1,-9,-2%,3%
Cc1c(NC(=O)c2ccccc2NC(=O)COc2ccccc2)cccc1C(=O)O,1%,-3%,?,11,-10,-5%,9%
Cc1cccc(NN=C2c3ccccc3-c3ccccc32)c1,6%,-1%,83%[activator],16,17,-22%,2%
CC(=O)c1c(C)oc2ccc(NS(=O)(=O)c3cccs3)cc12,5%,2%,26%,-2,-5,-9%,-2%
Cc1c(NC(=O)Nc2ccc(F)cc2)c(=O)n(-c2ccccc2)n1C,-5%,1%,14%,1,-15,-8%,-3%
O=[N+]([O-])/C(C(Cl)=C(Cl)Cl)=C1\Nc2ccccc2O1,23%,-5%,48%[activator],17*,71*,37%[activator],-1%
Cc1ccc(OCC(=O)Nn2cnnc2)c(Br)c1,0%,3%,?,-1,2,-2%,-5%
O=C(NCc1c(O)ccc2ccccc12)c1ccccc1,?,-3%,10µM*,2,11,-7%,-2%
COc1ccc(OC)c(C(=O)COC(=O)CNC(=O)C2CCCCC2)c1,3%,-3%,/,1,-15,7%,-5%
CC(C)(C)S(=O)(=O)c1cnc2c(-c3ccc(F)cc3)cnn2c1N,-7%,4%,-3%,2,18,-1%,1%
OC(Cn1cnnc1)c1ccccc1 (centres undefined),/,-4%,27%,1,-5,-26%,7%
COc1ccc(-n2c3c(cc(C(=O)N4CCN(CCO)CC4)c2=O)C(=O)CC(C)(C)C3)cc1,-3%,18%,10µM*,-3,-13,1%,6%
COc1ccc(CC(=O)OCC(=O)NC(=O)NC2CCCCC2)cc1,0%,-10%,9%,-2,-13,-10%,-3%
COc1ccc(C(c2c(NC(=O)c3ccco3)sc(C)c2C)N2CCOCC2)cc1OC (centres undefined),2.6µM*,/,4.7µM*,/,/,-2%,-8%
O=C(NCCCn1ccnc1)c1ccc(N2CCCCCC2)c([N+](=O)[O-])c1,?,-3%,?,-2,-15,-20%,-3%
O=C(NC1CCCC1)c1cc(S(=O)(=O)N2CCCC2)ccc1Cl,3%,-4%,72%[activator],0,7,7%,-2%
COc1cc(NC(=O)C(C)Oc2ccccc2)cc(OC)c1 (centres undefined),5%,1%,185%[activator],-3,-13,27%,0%
CCc1cc(=O)oc2cc(C)cc(OC(C)C(=O)NCCCN3CCOCC3)c12 (centres undefined),1%,0%,?,1,-5,-2%,1%
COC(=O)c1ccn(C(=O)c2ccc(Cl)cc2)n1,20%,0%,27%,-3,-3,13%,2%
Cc1ccc(C(=O)Nn2cnnc2)cc1Cl,51%[activator],-4%,54%[activator],-1,-5,-8%,9%
Cc1c2cnn(CC(=O)N3CCN(c4ncccn4)CC3)c(=O)c2c(C)n1Cc1ccc(F)cc1,-5%,-1%,6%,-5,-9,/,/
CN1CCN(C2=C(Cl)C(=O)C(c3cnc(N4CCCCC4)s3)=C(Cl)C2=O)CC1,48%[activator],?,25%,-2,-4,?,1µM*
C[C@@H]1CCC2[C@](C)(CO)[C@@H](O)CC[C@]2(C)[C@@]12C[C@](CO)(CC(=O)O)CO2 (some centres undefined),2%,0%,49%[activator],-2,4,-2%,0%
CCc1nnc(NC(=O)CSc2ccc(-c3nc4ccccc4[nH]3)cn2)s1,4%,-3%,69%[activator],26*,83*,-13%,0%
O=C(Nc1ccccc1)NC1CC2CCC(C1)N2 (centres undefined),2%,3%,33%[activator],-6,-6,-9%,7%
O=C(NCCCN1CCC(Cc2ccccc2)CC1)C1CCN(S(=O)(=O)N2CCC3(CC2)OCCO3)CC1,?,3%,-4%,35*,128,-1%,1%
O=C(CCCOc1ccccc1)NC(=S)Nc1ccccc1,4%,-3%,36%[activator],11,4,19%,-5%
COc1ccc(CCNCc2c(OC)ccc3ccccc23)cc1OC,-22%[0.00184 µM],-2%,-11%,-2,26,-2%,16%
Cc1ccc2nc(SCC(=O)N(C)C3CCS(=O)(=O)C3)[nH]c2c1 (centres undefined),?,/,-18%,/,/,-10%,-2%
CC1(C)CC2(CC(c3ccccc3)Oc3cc(O)ccc32)NC(=S)N1 (centres undefined),-22%,3%,0%,-4,-9,22%,-20%
CCOC(=O)C(=CNc1ccc(OC)cc1[N+](=O)[O-])C(=O)OCC,13%,2%,-17%,0,3,-6%,1%
NS(=O)(=O)c1ccc(CCNC(=O)c2ccc(S(=O)(=O)N3CCCCC3)cc2)cc1,/,1%,?,-3,4,-1%,6%
COc1ccc(C(=O)NNC(=O)CSc2nnc(C3CC3)n2C)cc1,8%,-1%,-12%,-6,15,14%,-3%
O=C(NCc1cn2ccccc2n1)C1CCC(=O)N(Cc2ccccc2F)C1 (centres undefined),21%,-11%,83%[activator],-3,24,6%,-2%
CC(C(=O)NC1CCCCCC1)N(c1ccccc1)S(C)(=O)=O (centres undefined),-7%,3%,-20%,-2,11,-11%,-4%
CC(C)=CCC/C(C)=C/COc1ccc2ccc(=O)oc2c1,11%,3%,33%[activator],8&24&-1,9&20&26,31%[activator],4%
CC(C)C(OC(=O)c1ccco1)C(=O)NC1CCCC1 (centres undefined),3%,3%,-4%,-1,-9,-13%,-1%
O=C1/C(=C/c2ccco2)Cc2ccccc21,44%[activator],-23%,?,54*,78*,-30%,-11%
COc1ccc(NC(=O)c2ccco2)cc1NC(=O)c1ccco1,76%[activator],-1%,-9%,-7,0,35%[activator],1%

Only LmPK inh and Shiga inhibitor, for three of the compounds above:
compound | LmPK inh | Shiga inhibitor
COc1ccc(C(=O)NNC(=O)CSc2nnc(C3CC3)n2C)cc1 | -1% | 15
O=C(NCc1cn2ccccc2n1)C1CCC(=O)N(Cc2ccccc2F)C1 (centres undefined) | -11% | 24
CC(C(=O)NC1CCCCCC1)N(c1ccccc1)S(C)(=O)=O (centres undefined) | 3% | 11

More records follow.
smiles,Pf growth 48h,LmPK inh,Pf growth 96h,Cycloheximide cs,Shiga inhibitor,AMA1 RON2 block,TbPYK inhibitor
O=S(=O)(Cc1ccccc1Cl)N1CCN(Cc2ccc3c(c2)OCO3)CC1,4%,3%,55%[activator],-2,-14,-14%,2%
N#Cc1ccc(COC(=O)CN2C(=O)NC3(CCCC3)C2=O)cc1,?,/,9%,/,/,-9%,0%
Cc1ccc(NC(=O)CCC(=O)NNC(=O)CCc2ccccc2)c(C)c1,15%,1%,84%[activator],-1,-5,64%[activator],3%
O=C(O)c1cccc(S(=O)(=O)Nc2cccc(S(=O)(=O)N3CCCCCC3)c2)c1,-4%,2%,20%,-2,19,9%,5%
CC(=O)Nc1ccc(-c2csc(Nc3ncccn3)n2)cc1,107%[activator],-2%,0%,33*,81*,2%,1%
CC(C)C[C@H](NC(=O)c1[nH]cnc1C(=O)N[C@@H](Cc1ccccc1)C(=O)OC(C)(C)C)C(=O)OCc1ccccc1,?,-3%,95%[activator],8,3,93%[activator],4%
COC(=O)/C(C#N)=C/c1c(Oc2cc(C)cc(C)c2)nc2ccccn2c1=O,-11%,2%,-9%,-2,9,-10%,4%
COc1ccc(CCNc2ccc(C(CC(N)=O)NC(=O)Cc3ccc(Br)cc3)cc2[N+](=O)[O-])cc1 (centres undefined),?,-1%,?,0,-7,9%,-2%
Cc1ccccc1S(=O)Cc1ccc(C(=O)NCCCN2CCCCC2)o1 (centres undefined),10%,-9%,?,-12,9,9%,0%
COc1ccc(NC(=O)CCC(=O)c2cccs2)cc1S(=O)(=O)Nc1ccccc1Cl,16%,3%,-17%,12,47*,-6%,-10%
CCOC(=O)c1nc(S(C)(=O)=O)ncc1Cl,-7%,4%,?,26*,25,1%,-6%
O=C(Cn1cc(C(F)(F)F)cc(Cl)c1=O)NCc1ccc(Cl)cc1,12%,-3%,6%,11,22,0%,-23%
CCC(=O)Nc1nnc(SCC(=O)Nc2ccc3c(c2)OCCO3)s1,3%,4%,3%,8,16,-10%,12%
O=C(O)CC1(CC(=O)N2CCC(C(=O)O)CC2)CCCC1,20%,7%,-20%,-5,-1,-2%,-3%
Cc1[nH]ccc(=O)c1OCc1ccccc1,-5%,2%,0%,11,-5,5%,0%
O=C(c1cccs1)N1CCC(c2nc3c(nnn3Cc3ccccc3)c(=O)[nH]2)CC1,?,-1%,11%,-6,-21,4%,1%
CCOC(=O)NC1(C(F)(F)F)C(=O)N(Cc2ccccn2)C2=C1C(=O)CC(C)(C)C2 (centres undefined),13%,-3%,?,-8,-12,-3%,2%
O=C(COC(=O)c1ccc([N+](=O)[O-])o1)Nc1cccc2ccccc12,-2%,0%,16%,8,4,-5%,-1%
CN1CC(=O)Nc2ccccc2C1=O,32%[activator],7%,-6%,-5,-12,14%,5%
CCOC(=O)c1ccc(NC(=O)c2ccco2)cc1,28%,-1%,?,42*,107*,-1%,1%
CC(=O)Nc1ccc(/C=N\NC(=O)CNS(=O)(=O)c2ccc([N+](=O)[O-])cc2)cc1,?,8%,?,-1,11,5%,1%
COc1ccc(OC)c(C(C)NC(=O)C23CC4CC(CC(C4)C2)C3)c1 (centres undefined),-5%,-3%,-21%,-5,/,0%,2%
Cc1ccc(NC(=S)NCCC(c2ccccc2)c2ccccc2)c(C)c1,?,0%,?,10,-2,42%[activator],2%
C=CCNC(=S)N/N=C/c1ccc(N(CC)Cc2ccccc2)cc1,6.6µM*,6%,0%,13*,-3,-4%,-17%
